WT yeast gro inh: growth inhibition of WT yeast, mitochondrial fusion screen; inhibition, % at 10 µM; 190,000 tested, 2.1% active; mitochondrial fusion phenotypic screen, WT strain; in the data active = inhibition above about 58%; tested in S. cerevisiae
Autophagy HCS: autophagy modulation, high-content screen; AID 463193; 190,000 tested, 0.98% active; calls only at 10 µM (by protocol); MEF GFP-LC3 puncta imaging; test concentration mostly 10 µM;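 active = percentage of spot-positive cells more than 3 SD above its plate mean, without a fluorescence outlier flag or 80% toxicity; inconclusive = no clear call, values can overlap the other calls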;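 note: spot-positive cell cutoff set from DMSO-treated cells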
K1F lysis inhibition: protection from phage-mediated lysis, alamar blue read-out – E. coli UTI89, K1F phage, bacterial capsule biogenesis inhibitors (AID 488966); E. coli UTI89 K1F phage lysis, alamar blue, 2 h; higher % means a stronger effect; inhibition, % at 100 µM, or IC50 in µM where a hit was titrated; 340,000 tested, 0.02% active;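 active = phage lysis inhibition, versus mean bacterial control, above a set limit; inconclusive = no clear call, values can overlap the other calls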;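 note: capsule biogenesis inhibitors block K1F phage lysis so surviving cells raise fluorescence; higher fluorescence means more inhibition of phage lysis; actives were called in the ten point dose series up to 300 µM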
NTR1 ag: agonists of NTR1, primary screen, imaging, U2OS cells, beta-arrestin-GFP, high content (AID 493036). activation, % at 20 µM. 330,000 tested, 0.17% active. NTR1-U2OS beta-arrestin-GFP spot imaging, agonist mode;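 active = activation at or above 40% of the spot to cytoplasm intensity ratio, with at least 20 cells analyzed; inconclusive = wells under 20 cells, flagged as cytotoxic or low count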;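 note: 0% = DMSO without peptide and 100% = 100 nM NTR1 peptide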
Target sequence (P30989 whole entry, looked up): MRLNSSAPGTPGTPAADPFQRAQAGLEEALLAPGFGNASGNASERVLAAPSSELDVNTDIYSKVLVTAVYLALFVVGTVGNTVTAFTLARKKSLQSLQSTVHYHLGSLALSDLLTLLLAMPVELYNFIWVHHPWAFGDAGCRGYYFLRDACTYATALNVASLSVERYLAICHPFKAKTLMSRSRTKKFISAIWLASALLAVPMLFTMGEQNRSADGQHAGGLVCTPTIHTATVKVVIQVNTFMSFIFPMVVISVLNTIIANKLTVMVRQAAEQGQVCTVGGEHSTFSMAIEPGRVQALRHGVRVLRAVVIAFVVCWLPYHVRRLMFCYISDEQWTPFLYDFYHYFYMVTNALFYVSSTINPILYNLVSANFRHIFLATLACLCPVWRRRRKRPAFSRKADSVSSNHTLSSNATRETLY
GPR35 arrestin U2OS: inhibition of zaprinast-stimulated GPR35 beta-arrestin translocation – imaging, U2OS, beta-arrestin-GFP, zaprinast agonist, primary screen (AID 2058); U2OS GPR35 beta-arrestin-GFP translocation imaging, zaprinast antagonism; higher % means a stronger effect; inhibition, % at 10 µM; hits with a dose series show IC50 in µM; 290,000 tested, 0.052% active;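 active = inhibition of at least 50% with at least 30 cells and total cytoplasm GFP at most 10,000,000; inconclusive = under 30 cells or total GFP of 10,000,000 plus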
AID2073: disruptors of CaV2.2 binding to Mint1 – biochemical, HTRF (AID 2073); HTRF protein-protein interaction, Mint1-CaV2.2; higher % means a stronger effect; one-dose inhibition, % at 20 µM; IC50 in µM for titrated hits; 290,000 tested, 0.19% active; in the data active = inhibition mostly above about 51%, no sharp cut-off; inconclusive = no clear call, values can overlap the other calls; inactive = mostly below about 53%; note: some results filed as inactive read as strong as hits
NS5 inhibitors: flavivirus cap methylation enzyme inhibition – biochemical, confirmation dose response, primary screen (AID 588689) | 340,000 tested, 0.3% active | Dengue-2 NS5 methyltransferase capping enzyme assay, biochemical; higher % means a stronger effect | inhibition, % at 25 µM, or IC50 in µM where a hit was titrated; in the data active = a potency from the dose series; inconclusive = inhibition above about 29% without an active follow-up result
LYP inhibition: inhibitors of LYP phosphatase, biochemical, fluorescence intensity, uHTS (AID 1779). recombinant LYP phosphatase, fluorescence intensity; higher % means a stronger effect. inhibition, % at 11.5 µM, or IC50 in µM where a hit was titrated. 290,000 tested, 0.054% active; in the data active = inhibition above about 50%;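 note: plate controls were vehicle with enzyme for no effect and no enzyme for full effect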
RSV antiviral HEp-2: inhibition of RSV-induced cytopathic effect – HEp-2 cells, primary 10 µM value included (AID 2391) | HEp-2 cells, RSV-induced CPE inhibition; higher % means a stronger effect | one-dose CPE inhibition, % at 10 µM; IC50 in µM for titrated hits | 310,000 tested, 0.13% active; in the data active = a potency from the dose series; inconclusive = CPE inhibition mostly from about 23% at the one dose, without a potency; inactive = the rest, 99 in 100 with CPE inhibition below about 21%; note: strong numbers were not always called active
WT yeast gro inh mutant strain: also measured in WT yeast gro inh; calls as there; inhibition, %; mitochondrial fusion phenotypic screen, mutant strain inhibition
Autophagy HCS cell loss 18 h: further read-out of Autophagy HCS, marked with its call; toxicity, %; measured here: cell loss, nuclei count;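 cell loss after 18 h compound exposure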
NTR1 ag cell count 20 µM: also measured in NTR1 ag; calls as there; cell count; measured here: cell count, cytotoxicity flag
An asterisk follows results filed as active; i = inactive; ? = inconclusive; . = not tested or not shown; [ ] = dose if it differs, or a comment.

SMILES | WT yeast gro inh | WT yeast gro inh mutant strain | Autophagy HCS | Autophagy HCS cell loss 18 h | K1F lysis inhibition | NTR1 ag | NTR1 ag cell count 20 µM | GPR35 arrestin U2OS | AID2073 | NS5 inhibitors | LYP inhibition | RSV antiviral HEp-2
CN(C)C(=O)c1ccc(-c2cc(C(F)(F)F)nn2C)s1 | . | . | . | . | . | -0.4 | 52 | -9.2% | 0.1% | . | -4.3% | 1.4%
N#CC/C(N)=N/Nc1nc2ccccc2nc1Cc1ccccc1 | . | . | . | . | -0.2% | -2.4 | 90 | -3.6% | 13.8% | -35.8% | -1.2% | 0.2%
Cc1ccc(/C=C/C(=O)OCC(=O)NC(C)c2ccccc2)o1 (centres undefined) | . | . | . | . | -0.2% | -1.8 | 55 | . | . | -3.6% | . | 0.3%
Cc1ccc(C(=O)NC(=S)NCCN2CCOCC2)cc1 | 19.1 | 10.6 | i | 3.0 | 5.6% | 0.8 | 50 | -9.5% | 22.8% | 0.7% | -2.9% | 1.2%
N#CC1(c2ccccc2)CCCN1C(=O)c1ccco1 (centres undefined) | 7.0 | 2.8 | i | -5.5 | 3.4% | -0.5 | 60 | 10.9% | -8.8% | -4.0% | -1.1% | 0.5%
CCOC(=O)CNC(=O)N1CCc2ccc(NC(=O)c3ccccc3Cl)cc2C1 | . | . | . | . | -1.1% | -0.5 | 50 | -1.0% | 0.6% | -7.8% | -5.9% | 1.9%
CCn1c(CCNC(=O)c2ccc(C)cc2)n[nH]c1=S | -13.4 | -20.1 | i | -3.9 | 1.0%[50 µM] | 3.5 | 41 | 1.6% | -20.0% | -8.4% | -8.6% | 0.6%
COc1ccc2c(c1)c(CC(=O)Nc1cccc(S(N)(=O)=O)c1)c(C)n2C(=O)c1ccc(Cl)cc1 | . | . | . | . | 0.0% | 10.1 | 61 | -6.5% | 30.9% | -3.8% | 0.9% | -0.4%
COc1ccc(OC)c(S(=O)(=O)N(C)CC(=O)Nc2ccc3c(c2)OCCO3)c1 | -5.2 | 0.2 | i | 4.7 | 0.8% | -0.3 | 40 | 4.2% | -3.8% | -0.6% | -0.7% | 1.9%
COC(=O)Cc1[nH]n(-c2nc3ccccc3s2)c(=O)c1C(C)=O | 36.1 | 27.8 | i | 8.6 | -0.6% | 0.3 | 48 | 4.5% | 5.4% | 0.7% | -0.1% | 2.6%
COc1ccc(OC)c(/C=N/NC(=O)c2cc[n+](Cc3ccccc3)cc2)c1 | 7.1 | 7.0 | i | -2.0 | 11.4% | 3.8 | 62 | -1.2% | 4.3% | -7.1% | -12.0% | 1.5%
CCc1nnc(NC(=O)Nc2ccc(OC)cc2)s1 | -5.8 | -3.6 | i | -8.1 | 0.5%[50 µM] | -0.9 | 72 | 12.2% | -5.3% | -10.1% | -2.6% | 3.2%
CC(Oc1ccc2c3c(c(=O)oc2c1)CCC3)C(=O)NCc1ccccn1 (centres undefined) | . | . | . | . | 0.2% | -1.0 | 56 | -17.6% | 6.3% | -7.7% | -7.1% | -0.7%
Cc1csc(NC(=O)C2C3C=CC(C3)C2C(=O)O)n1 (centres undefined) | -4.5 | -0.3 | i | -1.4 | -1.3% | 1.2 | 75 | 6.4% | 11.6% | 1.4% | 1.0% | 1.1%
COc1ccc(N2CCN(C(=O)CN(CCc3ccccc3)S(C)(=O)=O)CC2)cc1 | -3.7 | 5.5 | i | 0.3 | -1.1% | 1.5 | 64 | -3.6% | 10.6% | -6.3% | -2.3% | 16.4%
CN1CCN(C(c2cccc(C(F)(F)F)c2)c2nnnn2C(C)(C)C)CC1 (centres undefined) | 5.5 | 13.6 | i | -0.2 | -0.1% | -0.6 | 42 | -6.5% | -9.3% | 2.8% | -1.8% | 1.1%
CC(=NCc1cccc(Cl)c1)c1nc(-c2ccco2)oc1O | 21.1 | -14.6 | i | 1.3 | 4.2% | 1.2 | 65 | -1.7% | 0.7% | -4.8% | -3.4% | 2.1%
O=C(CN1C(=O)C2CC=CCC2C1=O)N1CCN(c2ccc([N+](=O)[O-])cc2)CC1 (centres undefined) | . | . | . | . | 0.3% | -0.1 | 52 | -10.1% | -16.1% | -4.0% | -4.3% | 21.0%
CSc1ncccc1C(=O)N1CCCC(C(=O)c2ccc3ccccc3c2)C1 (centres undefined) | 18.3 | 9.6 | i | -16.4 | -0.5% | -1.9 | 55 | -0.7% | 9.5% | -0.8% | -2.1% | ?
On1c(-c2ccccc2Cl)nc2ncccc21 | . | . | . | . | -0.1% | -1.2 | 58 | -10.6% | 0.1% | 4.5% | -2.8% | 2.2%
Cc1sc2nc(CSc3ccc([N+](=O)[O-])cc3)[nH]c(=O)c2c1C | 7.6 | 14.3 | i | -0.4 | . | 4.4 | 60 | 0.4% | 17.6% | . | -4.0% | 3.9%
O=C(N/N=C/c1ccc2c(c1)OCO2)C1CC1 | . | . | . | . | -0.2% | 2.4 | 59 | -5.5% | -7.5% | -2.6% | -0.8% | 2.3%
Cc1ccc(-n2nc(-c3ccco3)cc2C(=O)O)c(C)c1 | 7.7 | -1.4 | i | 3.0 | -0.4% | . | . | -3.2% | 91.2% | 14.4% | 11.1% | .
COc1ccc(NC(=O)c2cccnc2SC)cc1S(=O)(=O)N1CCCCC1 | -1.7 | -5.4 | i | 5.2 | -0.8% | 0.8 | 41 | 4.5% | 2.9% | -5.9% | 1.2% | 1.2%
Cc1ccc(C(C)NC(=O)c2ccco2)cc1C (centres undefined) | 2.9 | -1.2 | i | -7.9 | 2.4% | 0.4 | 64 | -1.9% | 1.7% | -0.7% | -9.3% | 2.0%

Additional records follow:
SMILES | WT yeast gro inh | WT yeast gro inh mutant strain | Autophagy HCS | Autophagy HCS cell loss 18 h | K1F lysis inhibition | NTR1 ag | NTR1 ag cell count 20 µM | GPR35 arrestin U2OS | AID2073 | NS5 inhibitors | LYP inhibition | RSV antiviral HEp-2
O=C(/C=C/Nc1ccc(Cc2ccc(N/C=C/C(=O)C(F)(F)F)cc2)cc1)C(F)(F)F | 1.7 | 13.8 | i | 4.9 | 2.2% | -0.8 | 57 | -15.2% | 18.2% | -0.7% | -4.9% | 0.9%
C/C(=N/NS(=O)(=O)c1cc(C)ccc1C)c1c[nH]c2ccccc12 | . | . | . | . | 0.1% | 4.9 | 65 | 6.2% | -2.8% | 2.6% | -5.7% | 1.6%
Cn1c(=O)[nH]c(=O)c2c1nc(N1CCOCC1)n2CCN1CCOCC1 | . | . | i | 3.0 | 0.3% | 0.2 | 44 | -3.3% | -1.3% | 1.6% | -8.0% | 1.4%
Cc1cc(C(=O)NCCc2ccc(Cl)cc2)c(C)o1 | . | . | . | . | 0.8%[50 µM] | 1.7 | 62 | -4.8% | 5.3% | -2.6% | -7.8% | 3.5%
O=C(COc1ccc(Cl)cc1Br)NNC(=O)C(=O)N1CCCCC1 | -3.1 | -31.2 | i | -23.8 | 0.0% | 0.6 | 84 | -10.8% | 5.7% | -2.0% | 2.3% | 16.7%
CC(C)(C)c1nn(-c2ccccc2)c2[nH]c(=O)c(CNc3ccc4c(c3)OCCO4)cc12 | 35.9 | 7.7 | i | -8.4 | 0.2% | 8.5 | 65 | 2.2% | 30.9% | ? | 2.6% | ?
NNC(=O)c1cccc(S(=O)(=O)Nc2cc(Cl)ccc2Cl)c1 | . | . | . | . | 0.2% | 0.5 | 42 | 11.1% | -3.9% | 3.8% | -2.6% | 1.8%
CN(C)c1cccc(C(=O)NNC(=O)/C=C/c2cccs2)c1 | . | . | . | . | 1.1%[50 µM] | -2.2 | 56 | . | . | -1.6% | . | 2.3%
COc1ccc(CCNC(=O)C2=CC=CN3CCS(=O)(=O)N=C23)cc1 | . | . | . | . | 0.4%[50 µM] | -1.1 | 35 | . | . | 1.5% | . | 1.5%
CCc1c(C)nc2ncnn2c1N1CCCC(C(=O)NCCc2ccc(OC)cc2)C1 (centres undefined) | 10.9 | 4.8 | i | 2.7 | -0.8% | 1.6 | 59 | 2.0% | -5.8% | -6.4% | -4.1% | -0.5%
Cc1ccc(Cn2nc(-c3ccccc3)nc2-c2ccccc2)cc1 | 10.9 | -0.5 | i | -0.5 | 0.0% | 3.8 | 75 | -1.1% | -1.0% | -3.0% | -4.0% | 19.3%
COc1ccc(C2CC(c3c(Cl)cccc3Cl)n3nc(N)nc3N2)cc1 (centres undefined) | 12.6 | 0.0 | . | . | 3.5% | -0.8 | 58 | -6.9% | -4.3% | 1.4% | -6.7% | 0.4%
O=C(NC(=S)NCC1CCCO1)c1ccco1 (centres undefined) | -4.8 | 1.1 | i | -5.1 | 0.3% | 5.1 | 58 | -2.9% | 9.9% | 2.2% | -5.1% | 2.5%
OC(CN1CCN(c2ccccc2)CC1)c1c[nH]c2ccccc12 (centres undefined) | -12.1 | -2.1 | i | -3.1 | 0.3% | -2.3 | 48 | -12.8% | -2.6% | -2.1% | -5.0% | .
CN(Cc1ccsc1)C(=O)CCc1nnc(Cc2c[nH]c3ccccc23)o1 | 5.2 | -10.5 | i | 0.6 | 0.8% | 0.4 | 73 | 0.1% | -0.4% | -0.7% | -5.8% | -0.2%
Cc1ccc(CC(=O)NCC(C)C)cc1 | -0.1 | -29.3 | i | 5.4 | 0.6% | 0.7 | 68 | 14.3% | -0.2% | -2.7% | -5.3% | -0.7%
O=C(NCc1ccccc1)c1c[nH]c2ccccc2c1=O | . | . | . | . | 0.1% | 0.1 | 68 | 0.8% | 1.9% | . | -5.7% | 8.6%
CCOC(=O)Cc1csc(NC(=O)c2ccc(C)cc2)n1 | 12.2 | 8.5 | i | 12.2 | -1.2% | 1.1 | 46 | 8.8% | 6.4% | 0.0% | -7.1% | 1.6%
CCCCN(C(=O)c1cccc(S(=O)(=O)N2CCOCC2)c1)c1c(N)n(CCC)c(=O)[nH]c1=O | -18.0 | 5.3 | i | 5.2 | -0.1% | -0.3 | 58 | -6.1% | 1.1% | -1.1% | -4.1% | 0.9%
CCOC(=O)COc1ccc2nsnc2c1Cl | 8.7 | 13.9 | i | -3.5 | 0.1% | 1.3 | 65 | -14.9% | 18.0% | -2.7% | -7.4% | 0.9%
CCOC(=O)Cc1csc(/N=C/c2c(O)n(-c3ccc(C)c(C)c3)c(=O)c3ccccc23)n1 | -1.0 | 1.2 | i | 0.1 | 3.9% | 3.1 | 54 | 18.2% | 21.9% | -13.5% | 3.8% | 5.1%
Cc1ccccc1-n1nnnc1SCc1ncc(-c2ccccc2)o1 | 37.6 | 12.6 | i | 19.0 | -0.1% | 0.5 | 59 | 1.7% | ? | -14.9% | -1.7% | ?
O=C(CN(CC1CCCO1)C(=O)CNS(=O)(=O)c1ccc(Cl)cc1)NCC1CCCO1 (centres undefined) | -4.0 | 11.5 | i | -12.2 | -1.4% | 0.2 | 44 | 13.3% | 18.0% | 0.0% | -1.8% | 0.5%
CCOC(=O)CN1C(=O)N[C@@H](c2ccc(Br)cc2)C(C(=O)OC)=C1C | . | . | . | . | -0.1% | 0.9 | 43 | -2.9% | 9.5% | -2.4% | -2.6% | -0.8%
